GPT2 inh: blocks human glutamate pyruvate transaminase 2; Potency, µM (titrated, usually from 57.7 µM), for inactives: at the highest dose activity change, negative = inhibition, hits mostly inhibitors; AID 1671188; Recombinant GPT2, coupled pyruvate oxidase/HRP Amplex Red fluorescence; 100,000 compounds, 0.25% hits; also: potency is read from the fitted curve at half-maximal effect; nearly all actives have a fitted effect of over 60% in size; many of its hits are not listed in these tables
Target sequence (Q8TD30 whole entry, looked up): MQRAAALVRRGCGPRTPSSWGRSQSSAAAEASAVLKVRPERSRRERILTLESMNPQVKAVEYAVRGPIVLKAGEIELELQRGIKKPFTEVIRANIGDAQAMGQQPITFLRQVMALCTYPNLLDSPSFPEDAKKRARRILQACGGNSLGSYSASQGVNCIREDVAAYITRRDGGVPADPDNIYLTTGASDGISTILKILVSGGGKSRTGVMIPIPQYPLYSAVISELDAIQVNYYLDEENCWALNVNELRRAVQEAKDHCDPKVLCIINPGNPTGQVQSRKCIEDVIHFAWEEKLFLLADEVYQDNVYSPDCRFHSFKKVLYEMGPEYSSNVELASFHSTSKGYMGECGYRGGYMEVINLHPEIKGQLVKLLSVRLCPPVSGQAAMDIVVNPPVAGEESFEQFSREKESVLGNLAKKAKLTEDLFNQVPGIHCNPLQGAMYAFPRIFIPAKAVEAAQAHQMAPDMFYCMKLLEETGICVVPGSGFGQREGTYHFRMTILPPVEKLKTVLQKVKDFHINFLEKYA
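Recombinant GPT2 (10ng/uL) with 250uM a-KG and 2mM L-alanine, 30 min at room temperature, in HEPES pH 7.5 buffer. Pyruvate detected by pyruvate oxidase/HRP/Amplex Red fluorescence after 30 min in the dark; AOA (50uM) as positive control.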
IP6K1 inh: IP6K1 kinase inhibition | activity change, % (series mostly up to about 58 µM) | IP6K1 kinase, ADP-Glo luminescence, 2 h; active compounds read low | 140,000 compounds, 0.81% hits | Q92551; in the data active = activity change below about -25%
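ADP-Glo luminescence measures ADP made by human IP6K1 during a 2 h RT reaction with ATP/IP6 (mix at 1.3 mM/130 uM); top library doses 57.5 and 19.1 uM final.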
FLuc inh: Photinus pyralis luciferase inhibition; P08659; purified P. pyralis luciferase, luminescence, biochemical; Potency, µM (titrated, usually from 115 µM), inactives show top-dose activity change, negative = inhibition, usual class: inhibitors; 76,000 compounds, 2.5% hits; AID 1347043; also: potency is read from the fitted curve at half-maximal effect; nearly all actives have a fitted effect of over 65% in size
Target sequence (P08659 whole entry, looked up): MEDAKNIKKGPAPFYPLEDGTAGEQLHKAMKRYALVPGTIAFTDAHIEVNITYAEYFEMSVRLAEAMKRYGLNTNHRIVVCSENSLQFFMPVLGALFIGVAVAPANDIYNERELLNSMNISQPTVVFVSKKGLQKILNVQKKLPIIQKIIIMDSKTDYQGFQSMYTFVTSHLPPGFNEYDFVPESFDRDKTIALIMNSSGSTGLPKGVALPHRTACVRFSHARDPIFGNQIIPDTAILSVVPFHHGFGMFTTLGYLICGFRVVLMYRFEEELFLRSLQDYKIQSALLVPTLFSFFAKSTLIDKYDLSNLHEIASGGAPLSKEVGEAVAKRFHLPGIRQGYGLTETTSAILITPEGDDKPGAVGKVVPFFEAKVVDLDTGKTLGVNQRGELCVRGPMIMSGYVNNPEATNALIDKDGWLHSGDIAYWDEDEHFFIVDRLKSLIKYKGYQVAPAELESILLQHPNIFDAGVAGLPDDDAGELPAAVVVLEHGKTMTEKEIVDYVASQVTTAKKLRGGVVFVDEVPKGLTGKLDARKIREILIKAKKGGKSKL
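Purified P. pyralis luciferase (10nM final) in 50mM Tris acetate pH 7.5, 10mM Mg acetate, 0.01% Tween-20, 0.05% BSA with 10uM D-luciferin and 10uM ATP. Compounds titrated qHTS. Luminescence imaged on CCD.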
SNCA viab count: cell viability loss counter-screen. HEK-293-SNCA-luc viability, GF-AFC fluorescence, 24 h. Potency, µM (highest dose often 57.1 µM), for the others: top-dose activity change, negative = cytotoxicity, actives largely listed as cytotoxic. 150,000 compounds, 0.12% hits. AID 1671193;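 also: potency is read from the fitted curve at half-maximal effect; 0% = DMSO-treated cells and -100% = medium-only wells without cells; nearly all actives have a fitted effect of over 30% in size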
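HEK-293-SNCA-luc cells (1500/well) plated 24 h, then exposed 24 h to a dilution series; GF-AFC added 30 min at 37C, fluorescence 405/540 nm; normalised to medium-only and DMSO wells, Hill fit.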
SNCA expr inhib: inhibitors of alpha-synuclein (SNCA) gene expression; 140,000 compounds, 0.17% hits; HEK-293 SNCA-luciferase knock-in, luminescence, 24 h; AID 1671194; Potency, µM (highest dose often 57.2 µM), for the others: at the top dose activity change, negative = inhibition, hits mostly inhibitors;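 also: potency is read from the fitted curve at half-maximal effect; plate controls were DMSO cells for no effect and cell-free wells for full effect; nearly all actives have a fitted effect of over 45% in size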
HEK cytotox: HEK 293 cell cytotoxicity; HEK 293 viability, ATP luminescence (CellTiter-Glo), 48-72 h; Potency, µM (top dose mostly 115 µM), without a hit: at the highest dose activity change, negative = cytotoxicity, usual class: inhibitors; 94,000 compounds, 6.6% hits; also: potency is read from the fitted curve at half-maximal effect; nearly all actives have a fitted effect of over 60% in size
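qHTS cytotoxicity; HEK 293, 250 cells/well; compound pinned; 48 or 72 hr, 37 degree Celsius, 5% CO2, 95% humidity; CellTiter-Glo, 10 min RT; luminescence (ATP).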
3T3 cytotox: NIH 3T3 cell cytotoxicity | 94,000 compounds, 4.3% hits | AID 1345082 | NIH 3T3 viability, CellTiter-Glo ATP luminescence, 48-72 h | Potency, µM (doses to about 96.7 µM), inactives show top-dose activity change, negative = cytotoxicity, actives largely listed as inhibitors; also: potency is read from the fitted curve at half-maximal effect; nearly all actives have a fitted effect of over 55% in size
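NIH 3T3 cells at 400 cells/well received 23 nL of compound by pintool and were incubated 48 or 72 h at 37 °C. Viability was read as ATP-coupled CellTiter-Glo luminescence.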
Starred values were filed as active, the others as inactive; i = inactive; u = inconclusive; x = not tested or not shown; & = joins results of further samples; ! = a repeat was not active; [ ] = another dose, or the depositor's remark. Unless noted, calls follow the shape of the dose curve; as a rule, active = well fitted curve in the direction sought with a large enough effect; inconclusive = small, poorly fitted or top-dose-only effect, or another doubt; inactive = no such curve, though single readings can be large; an effect the other way counts as inactive or inconclusive. Unless noted, % is scaled to controls: 0 for no effect and ±100 for the full control effect. The list is partial; rates above refer to the full screens.

SMILES	GPT2 inh	IP6K1 inh	FLuc inh	SNCA viab count	SNCA expr inhib	HEK cytotox	3T3 cytotox
O=C(c1ccccc1)N1CCC(c2nn(-c3ccccc3)c(=O)[nH]2)CC1	i	5.6	-7.1%	18.3%	-3.8%	u	-13.9%
COc1ccccc1-c1noc(CCc2nc(-c3ccc(C)nn3)no2)n1	-9.1%	-6.7	11.8%	-1.7%	-13.3%	i	1.6%
COCc1nc2ccccc2n1Cc1cccc(C)c1	x	-24.8	x	6.6%	45.7%[activator]	x	x
O=C1Cc2c(-c3ccsc3)n[nH]c2CN1Cc1ccccc1	u	23.4	-9.9%[172 µM]	4.0%[87.6 µM]	-18.5%[87.6 µM]	-14.9%[172 µM]	u
Cc1ccc(NC(=O)Cn2nc3c(cc2=O)CCCCC3)cc1C	-16.0%	9.7	-1.1%	1.4%	10.8%	-0.4%	-11.2%
CCOc1ccccc1CNC(=O)CCn1ccc2cc(S(=O)(=O)N3CCCCC3)ccc21	x	36.0	x	-8.7%	-27.6%	x	x
COc1cc(/C=C/C(=O)N2CCN(CC(=O)N3CCCC3)CC2)cc(OC)c1OC	i	1.9	x	-14.3%	x	x	x
O=C(C[C@H]1NC(=O)c2ccccc2NC1=O)Nc1nc(-c2ccncc2)cs1	i	0.9	6.0%	1.8%	6.7%	-5.9%	u
COc1cc2nc(N3CCN(C)CC3)nc(NC3CCN(Cc4ccccc4)CC3)c2cc1OC	-25.8%	-10.9	x	u	x	x	x
CN(C)C(=O)C1CCCN(c2nc3ncccc3o2)C1 (stereo not given)	i	0.0	2.4%[172 µM]	10.7%[87.6 µM]	-1.3%[87.6 µM]	i	i
COC[C@@H]1CN(C(=O)c2ncccc2C)C[C@H]1c1nc(C2CC2)no1	i	-8.3	-4.7%	-6.2%	53.6%[activator]	i	i
CNC(=O)c1cc(C2CC2)nc2c1c(C1CCCN(C(=O)Cc3ccccc3)C1)nn2C (stereo not given)	x	-10.3	x	x	x	-6.3%	-10.9%
CCOC(=O)c1cc(OC(=O)c2ccc(C)cc2)n(-c2ccccc2)n1	x	22.4	x	-5.7%	-16.5%	x	x
Cc1ccc(-c2ccccc2CN2CCC(C(=O)N3CCN(Cc4ccccc4)CC3)CC2)cc1Cl	4.2%	-12.8	x	1.1%	-22.3%	u	u
CC1(CNC(=O)c2n[nH]c3ccccc23)CCOCC1	-8.1%	5.9	-27.6%	-12.6%	-7.8%	1.0%	i
CCc1nc2c(c(-c3ccc(OC)cc3)n1)CCN(C(=O)c1ccc(C)cc1)CC2	i	-3.9	x	-9.8%	-21.6%	-27.9%	-25.3%
O=C(NCc1ccccc1)c1ccccc1OC1CN(Cc2cccc(F)c2F)C1	0.1%	-14.1	x	u	-26.8%	u	20µM*
CCOC(=O)c1cnc2cc(C(F)(F)F)ccc2c1Nc1cc(C)ccc1OC	x	-3.7	x	-1.2%	77.2%[activator]	x	x
Nc1ncnc2c1ncn2[C@@H]1O[C@@H](CO)[C@H](O)[C@H]1O	-4.0%[27.3 µM]	x	x	-2.9%	21.5%[25.6 µM]	x	x
COCCCNC(=O)c1cn2cc(-c3ccc(C(F)(F)F)cc3)sc2n1	-19.7%	19.4	x	4.7%	15.5%	u	u
O=C(CN(c1cccc(Br)c1)S(=O)(=O)c1ccccc1)N1CCc2ccccc2C1	x	5.0	x	-14.9%	-24.5%	x	x
O=C1CCC2(CCCO2)CCN1Cc1ccccc1F (stereo not given)	-3.3%[11.5 µM]	12.8	10.2%	-13.4%	1.7%	-2.3%	-0.5%
O=C(/C=C/c1ccc(Cl)cc1)N1CCC(c2nc3ccccc3o2)CC1	x	35.7	x	-14.5%	97.2%[activator]	x	x
O=C(CCC[C@H]1NC[C@@H]2C[C@H]1CN(Cc1ccccc1)C2)NCCN1CCCCC1	0.5%	-9.2	6.0%	-0.9%	7.8%	-2.2%	2.0%
O=C(NCc1ccco1)c1ccc(CN2C(=O)NC3(CCS(=O)(=O)CC3)C2=O)cc1	2.8%	3.1	-9.9%	2.8%	1.5%	5.3%	i
O=C1Nc2ccccc2CC12CCN2Cc1ccsc1 (stereo not given)	i	0.0	2.7%[172 µM]	1.4%[87.6 µM]	u	-13.0%[172 µM]	-20.8%[138 µM]
COc1ccc(NC(=O)c2c(C)oc3ccc(O)c(CN4CCCCCC4)c23)cc1	x	1.2	x	-16.1%	-6.3%	x	x
O=C(Nc1ccc(C(=O)OCc2cc(=O)n3ccsc3n2)cc1)c1cccc(F)c1	x	6.3	x	-15.2%	-23.8%	x	x
O=C(c1ccc2nc(-c3ccccc3)cn2c1)N1CCOC(C(F)(F)F)C1 (stereo not given)	-19.3%	7.4	-29.2%	-2.3%	45.1%[activator]	-25.5%	-17.5%
CS(=O)(=O)N1CCCN(C(=O)C2(c3ccccc3)CC2)c2ccccc21	-6.3%	-3.1	0.0%	0.3%	3.5%	u	u
O=C(CN1C(=O)NC2(CCS(=O)(=O)CC2)C1=O)Nc1ccc(Cl)cc1F	i	0.3	-0.3%	-4.0%	-5.4%	0.1%	i
CCS(=O)(=O)N1CCc2cc(C(=O)Nc3cccc(NC(C)=O)c3)ccc21	x	-13.6	x	-5.4%	53.1%	x	x
Cc1ccc(O)c(-c2n[nH]c3c2C(c2ccccc2F)N(Cc2ccco2)C3=O)c1 (stereo not given)	x	1.4	x	u	-28.5%	x	x
COc1ccc(-n2c(=O)c3ccccc3n(CC(=O)Nc3ccccc3OC)c2=O)cc1	x	-9.8	x	-8.9%	13.3%	x	x
CC1(C(=O)NCCCn2ccnc2)CCc2cnc(NCc3ccccc3)nc21 (stereo not given)	i	1.6	6.5%[172 µM]	-5.6%[87.6 µM]	u	-21.5%[172 µM]	31.6µM*
Nc1cc(N2CCN(C(=O)C3CCOCC3)CC(O)C2)ncn1 (stereo not given)	i	-10.7	-0.5%	-2.1%	13.5%	i	4.6%
COC(=O)N1CCCC(N2C(=O)c3c(c(C)nn3-c3ccccc3)C2C(C)C)C1 (stereo not given)	x	16.1	x	x	x	u	u
Cc1ccc(C)c(NC(=O)Cn2cc(S(=O)(=O)NC(C)C)c(S(=O)(=O)NC(C)C)c2)c1	x	-8.5	x	5.9%	-25.5%	x	x
Fc1ccc(CN2CC[C@H](c3nnc(Cc4ccccc4)o3)C2)cc1F	-27.6%[88.5 µM]	9.7	-1.9%[172 µM]	-14.2%[87.6 µM]	1.2%[87.6 µM]	u	u
CC(C)NC(=O)c1ccccc1OCC1CCCN(Cc2cccnc2)C1 (stereo not given)	i	0.1	8.1%	-29.1%	0.4%	u	-19.4%
COc1ccccc1NC(=O)CSc1ncc2c(n1)-c1ccccc1N(Cc1ccccc1C)S2(=O)=O	x	46.5	x	-4.5%	u	x	x
O=C(NCCc1noc(C(F)(F)F)n1)[C@H]1CCC[C@H](O)C1	2.2%	-0.1	-8.4%	0.4%	-17.6%	-4.8%	-6.4%
COc1ccc(C(CNC(=O)Cc2ccc(Cl)cc2)N2CCOCC2)cc1 (stereo not given)	x	-10.9	x	3.6%	21.1%	x	x
CNC(=O)c1cc(C2CC2)nc2c1c(C1CCN([S+](=O)([O-])c3ccc(NC(C)=O)cc3)CC1)nn2C	x	-3.2	x	x	x	u	-20.9%
Cc1nnc([C@H]2CCN(Cc3cnc4ccccc4c3)C2)o1	i	19.8	7.6%[172 µM]	-5.2%[87.6 µM]	-13.0%[87.6 µM]	-23.3%[172 µM]	-16.7%[174 µM]
O=C(NC1CCCC1)NC1CCN(c2ccc3nnc(-c4ccccc4)n3n2)CC1	x	-4.6	x	x	x	-1.2%	-31.4%
COCCOCc1nc(C2CCCN2C(=O)Cc2cccc(F)c2)no1 (stereo not given)	u	-1.4	-3.9%	4.9%	-10.3%	-14.7%	-10.0%
O=C(NCCc1ccc(Cl)cc1)C1CN(c2cccc(Cl)c2)C(=O)N1 (stereo not given)	i	-2.4&-0.3	-5.2%&-7.3%	u	-1.3%&0.0%	u	35.5µM*!
O=C(Nc1cnc(-c2ccccc2)nc1)c1ccco1	i	-2.2	11.2µM*	12.4%	83.3%[activator]	-4.8%	-3.5%
Cc1cc(-c2cnc(N)c3c(-c4ccc5scnc5c4)csc23)n(C)n1	i	-30.9*	x	-36.1%	x	x	x

Two records picked at random from those above:
SMILES	GPT2 inh	IP6K1 inh	FLuc inh	SNCA viab count	SNCA expr inhib	HEK cytotox	3T3 cytotox
O=C(CN1C(=O)NC2(CCS(=O)(=O)CC2)C1=O)Nc1ccc(Cl)cc1F	i	0.3	-0.3%	-4.0%	-5.4%	0.1%	i
O=C(NCCc1ccc(Cl)cc1)C1CN(c2cccc(Cl)c2)C(=O)N1 (stereo not given)	i	-2.4&-0.3	-5.2%&-7.3%	u	-1.3%&0.0%	u	35.5µM*!

(list continues)
SMILES	GPT2 inh	IP6K1 inh	FLuc inh	SNCA viab count	SNCA expr inhib	HEK cytotox	3T3 cytotox
COC(=O)CNC(=O)N1CCC(N2C(=O)C3(CCCC3)C2c2scnc2C)CC1 (stereo not given)	-4.3%	1.0	0.3%	-3.4%[12.5 µM]	u	i	i
O=C(NC1CCCCC1)/C(=C/c1ccc(Cl)cc1)NC(=O)c1ccccc1	x	13.9	x	-9.7%	40.5%[activator]	x	x
CCn1ccc(C(=O)N2CC[C@H](c3nc(C)no3)[C@H](NC(=O)C3CC3)C2)n1	-1.2%	29.5	0.1%	8.0%	-8.6%	-4.7%	i
Cc1ccc(-c2nc3n(n2)C(c2ccccc2Cl)C=C(c2ccc(Cl)cc2)N3)cc1 (stereo not given)	x	-3.4	x	u	u	x	x
COc1cc2c(cc1OC)C(COc1ccc(F)cc1)N(C(=O)Cc1ccc(F)cc1)CC2 (stereo not given)	x	1.0	x	u	-20.8%	x	x
CC(C)CCN1C(=O)CC[C@]2(C(=O)N3CCOCC3)CCCC[C@@H]12	-15.6%	-8.6	2.9%	-6.2%	4.2%	-20.5%	-3.8%
COCCCNC(=O)N1CCCCCCN(C)C(=O)[C@@H]2CCC[C@@H]21	i	-12.8	-11.5%	u	-17.2%	-4.1%	-12.8%
COc1cc2nccc(Oc3ccc(NC(=O)Nc4ccc(F)cc4F)c(F)c3)c2cc1OC	i	x	x	-8.8%	-19.8%	x	x
O=C(Cn1ccn2nc(-c3ccccc3)c(CO)c2c1=O)Nc1ccccc1F	i	4.5	4.3%	-6.1%	0.2%	-17.1%	-18.8%
Cn1cnc(S(=O)(=O)N2CCCC(C(=O)NCc3ccccc3)C2)c1 (stereo not given)	x	1.1	x	5.5%	-16.8%	x	x
CC(C)(C)c1nnc2ccc(C(=O)N3CCOCC3)cn12	-20.8%[88.5 µM]	-8.4	x	14.8%[87.6 µM]	2.5%[87.6 µM]	-3.1%[172 µM]	-16.5%[138 µM]

Screening results: PubChem BioAssay, National Center for Advancing Translational Sciences (NCATS)
